Source: PubChem BioAssay (Sanford-Burnham Center for Chemical Genomics)
TAG inh = inhibitors of triacylglycerol accumulation, primary screen, cell-based, uHTS, fluorescence, H9c2 | inhibition, % at 12.5 µM | H9c2 cells, Nile Red lipid (TAG) fluorescence; cells loaded with 200 µM oleic acid | actives 0.66% (n = 230,000) | AID 651582, 2012;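 active = pattern-corrected inhibition of lipid staining of at least 50% with the nuclear-stain viability signal not falling by more than 50%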;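 note: 0% = DMSO wells and 100% = triacsin C control wells; some results filed as inactive read as strong as hits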
TAG inh DAPI viability = further read-out of TAG inh, marked with its call; DAPI nuclei signal change (viability), lower = more cytotoxic, %;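 whole-well DAPI fluorescence read on a plate reader as a viability signal; minus 50 percent equals half of cells still viable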
Numbers without * were called inactive. A portion of the library; the hit share may differ from the screen's.

The first two entries (preview)
1: Cc1ccc(S(=O)(=O)N2CCN(c3nn(C)c(=O)n(C)c3=O)CC2)cc1C
2: CCc1cc(C(=O)NNC(=S)Nc2ccccc2C)cs1

entry no. | 1 | 2
TAG inh | -9 | 8
TAG inh DAPI viability | 3 | -17

The list itself, from the start:
1: Cc1ccc(S(=O)(=O)N2CCN(c3nn(C)c(=O)n(C)c3=O)CC2)cc1C
2: CCc1cc(C(=O)NNC(=S)Nc2ccccc2C)cs1
3: Cc1ccc(-c2cc(C(=O)N/N=C/c3c(C)nn(C)c3C)c3ccccc3n2)c(C)c1
4: CC(=NCCc1ccccc1)C1=C(O)CSC1=O
5: CS(=O)(=O)N(CC(=O)NCc1ccccc1Cl)c1cccc([N+](=O)[O-])c1

entry no. | 1 | 2 | 3 | 4 | 5
TAG inh | -9 | 8 | -44 | 10 | -4
TAG inh DAPI viability | 3 | -17 | -13 | -4 | 4

6: Cc1cnc(C(=O)OCC(=O)N2c3ccccc3NC(=O)C2(C)C)cn1
7: CCN(CC)c1ccc(NC(=O)CCNC(=O)c2ccco2)cc1
8: Cc1nc(-c2ccc(S(=O)(=O)Nc3cccc(S(N)(=O)=O)c3)s2)cs1
9: O=C(CCNC(=O)c1ccccc1)NNC(=O)COc1ccccc1Cl
10: C=CCN1C=CC(=O)[C@@H](O)[C@H]1c1ccccc1Br

entry no. | 6 | 7 | 8 | 9 | 10
TAG inh | 16 | 2 | 5 | -20 | -6
TAG inh DAPI viability | -9 | -4 | 2 | -2 | -3

11: CCOC(=O)N1CCC(NC(=O)c2ccc3nc(N4CCOCC4)sc3c2)CC1
12: O=C(CCN1C(=O)c2cccc3cccc(c23)C1=O)N1CCOCC1
13: CC1C(=O)Nc2ccc(S(=O)(=O)N3CCCCCC3)cc21 (stereo not given)
14: C[C@H](CO)N1C[C@H](C)[C@H](CN(C)Cc2ccncc2)Oc2ncc(C#CC3CC3)cc2C1=O
15: CC(=O)Nc1cc(-c2ccc(S(C)(=O)=O)cc2)cn2c(-c3ccc(F)c(Cl)c3)cnc12

entry no. | 11 | 12 | 13 | 14 | 15
TAG inh | 5 | 2 | -12 | 9 | 13
TAG inh DAPI viability | 3 | -4 | -1 | 4 | -6

Full records, quoted from the list. Order of values: TAG inh	TAG inh DAPI viability
C[C@H](CO)N1C[C@H](C)[C@H](CN(C)Cc2ccncc2)Oc2ncc(C#CC3CC3)cc2C1=O is entered as 9	4
CS(=O)(=O)N(CC(=O)NCc1ccccc1Cl)c1cccc([N+](=O)[O-])c1 is entered as -4	4
Cc1nc(-c2ccc(S(=O)(=O)Nc3cccc(S(N)(=O)=O)c3)s2)cs1 is entered as 5	2
C=CCN1C=CC(=O)[C@@H](O)[C@H]1c1ccccc1Br is entered as -6	-3
CCc1cc(C(=O)NNC(=S)Nc2ccccc2C)cs1 is entered as 8	-17

Further structures follow.
16: Cn1c(SCC(=O)Nc2ccc3c(c2)OCCO3)nnc1-c1ccco1
17: CC1CCCCC1NC(=O)CSc1nncs1 (stereo not given)
18: CCCCCC(=O)N1C[C@@H](n2cc(C3CC3)nn2)[C@H](O)C[C@@H]1c1ccc(C)cc1
19: CN1CCN(S(=O)(=O)c2cc([N+](=O)[O-])ccc2Cl)CC1
20: Cc1ccc(OCC(=O)N2CCN(C(=O)c3cccs3)CC2)cc1

entry no. | 16 | 17 | 18 | 19 | 20
TAG inh | -7 | -4 | -1 | 9 | -16
TAG inh DAPI viability | 12 | 1 | 1 | 2 | 13

21: O=C1C(F)=CC(COC(c2ccccc2)(c2ccccc2)c2ccccc2)OC1n1cc(F)c(=O)[nH]c1=O (stereo not given)
22: O=C(O)Cc1ccc2ccc3ccccc3c2c1
23: CCCCCCCCCC1(CC(=O)OCC)SCCN1C(N)=O (stereo not given)
24: CC(C)c1ccc(C(=O)N2CCN(c3cnn(C)c(=O)c3Cl)CC2)cc1
25: CCN(CC(=O)Nc1c(F)cccc1F)C(=O)CSC(=S)N1CCCC1

entry no. | 21 | 22 | 23 | 24 | 25
TAG inh | 119 | 1 | -27 | 6 | -14
TAG inh DAPI viability | -87 | -7 | 13 | -14 | -2

26: COc1cccc(C(=O)Nc2nnc(C(C)C)s2)c1
27: COc1ccc(C(CC(=O)O)NC(=O)c2ccco2)cc1OC (stereo not given)
28: CC1CCCC(C)N1C(=O)COC(=O)Cc1c[nH]c2ccccc12 (stereo not given)
29: O=C(NNC(=O)C1CCCO1)c1ccccc1Cl (stereo not given)
30: Cc1c(C(=O)O)nnn1-c1ccccc1

entry no. | 26 | 27 | 28 | 29 | 30
TAG inh | 22 | -4 | 24 | -6 | -8
TAG inh DAPI viability | -8 | 1 | -13 | 9 | 8

31: CC(C)C(=O)N1N=C2CCCCC2C1(O)C(F)(F)F (stereo not given)
32: O=C(c1ccco1)N1CCN(C(=O)c2ccccc2NS(=O)(=O)c2ccc(F)cc2)CC1
33: Cc1noc(NS(=O)(=O)c2ccc(NC(=O)CCn3c(=O)oc4ccccc43)cc2)c1C
34: CC1CCC(C(C)C)C(OC(=O)Cn2c(-c3ccc(Cl)cc3)[n+](C)c3ccccc32)C1 (stereo not given)
35: COc1ccc(C(=O)NNC(=O)C(=O)NC(C)c2ccccc2)cc1OC (stereo not given)

entry no. | 31 | 32 | 33 | 34 | 35
TAG inh | -1 | -11 | -10 | 99 | -28
TAG inh DAPI viability | 4 | 8 | 10 | -51 | 10

36: Cc1ccccc1N1CCN(C(=O)c2ccccc2NC(=O)C2CC=CCC2C(=O)O)CC1 (stereo not given)
37: C=C(C)C(=O)Nc1cccnc1Oc1ccc(F)cc1F
38: O=C(NCCc1ccccc1)c1cccc2c(-c3ccc(F)c(F)c3)coc12
39: Cc1ccc(S(=O)(=O)N2CCCCC2)cc1NC(=O)COC(=O)c1c(F)cccc1F
40: O=C(CN1CCCCC1)Nc1ccc(NC(=O)c2ccc(Cl)cc2)cc1Cl

entry no. | 36 | 37 | 38 | 39 | 40
TAG inh | -11 | 1 | -30 | -7 | 15
TAG inh DAPI viability | -3 | -1 | 6 | 3 | 0

41: CCOC(=O)c1cc(-c2ccccc2)n(CC(=O)O)c1C
42: O=C(CN1CCN(S(=O)(=O)c2ccc(F)cc2)CC1)Nc1ccc2c(c1)OCO2
43: COc1cc2c(cc1NC(=O)CSc1ccc(Cl)cc1)oc1ccccc12
44: Cc1cc(C2CCCCC2)n(O)c(=O)c1
45: CCC(=O)NC(=S)Nc1c(C)cc(Br)cc1C

entry no. | 41 | 42 | 43 | 44 | 45
TAG inh | -16 | -4 | -12 | 16 | -13
TAG inh DAPI viability | 0 | -1 | 2 | -30 | -7

46: CCN(CC)S(=O)(=O)c1ccc(N2CCOCC2)c(C(=O)O)c1
47: CCc1ccc(N(CC(=O)NC)S(C)(=O)=O)cc1
48: COc1ccc(-c2cc3nc(C)c(CCC(=O)NC(C)CCc4ccco4)c(C)n3n2)c(OC)c1 (stereo not given)
49: CN(C)CCn1c(C(=O)Nc2ccccc2)cc2ccccc21
50: CC1CCN(C(=O)CCCOc2ccc(Cl)cc2)CC1

entry no. | 46 | 47 | 48 | 49 | 50
TAG inh | -6 | 0 | 40 | 21 | 6
TAG inh DAPI viability | -5 | 3 | -15 | -3 | -10

51: CC(NS(=O)(=O)/C=C/c1ccccc1)C(=O)O (stereo not given)
52: COc1ccccc1N1CCN(CC(=O)c2c(N)n(C)c(=O)n(C)c2=O)CC1
53: Cc1cccc(C)c1NC(=O)CN(C)CC(=O)Nc1sc2c(c1C(N)=O)CCC2
54: O=C(COC(=O)/C=C/c1ccc(F)cc1)Nc1nnc(-c2ccccc2)o1
55: O=C(CN1C(=O)NC2(CCCc3ccccc32)C1=O)N1CCCCC1 (stereo not given)

entry no. | 51 | 52 | 53 | 54 | 55
TAG inh | 1 | -5 | -29 | -4 | 2
TAG inh DAPI viability | -3 | 3 | 7 | 2 | -3

56: COc1ccc(C(=O)OCCN2CCOCC2)cc1
57: O=C(c1ccc(Br)cc1)N(Cc1nc2ccccc2c(=O)[nH]1)C1CCCC1
58: Cc1ccccc1SCC(=O)Nc1cc(C(F)(F)F)ccc1N1CCOCC1
59: CCc1ccccc1NC(=O)NC1CCCCC1
60: CN(CC(=O)Nc1ccc(F)c(F)c1F)C(=O)c1cc(S(=O)(=O)N(C)C)ccc1N1CCCC1

entry no. | 56 | 57 | 58 | 59 | 60
TAG inh | 11 | -11 | 0 | 20 | 8
TAG inh DAPI viability | 4 | 16 | -1 | 2 | -11

61: O=C(COC(=O)c1ccc2ncsc2c1)Nc1ccccc1Cl
62: C#CCOCCOCCOCCNc1nc(N2CCOCC2)nc(N2CCN(C(=O)Cn3cc(CCCCN)nn3)CC2)n1
63: O=C(Cn1cnc2ccccc2c1=O)Nc1nnc(SCc2ccc(Cl)cc2)s1
64: Cc1ccc(NC(=S)NCCc2c[nH]c3ccccc23)c(C)c1
65: Cc1cccc(C(=O)NNC(=O)c2ccc(O)cc2)c1

entry no. | 61 | 62 | 63 | 64 | 65
TAG inh | 8 | 1 | -8 | 4 | 2
TAG inh DAPI viability | 2 | 18 | 8 | 2 | -3

66: CCC(=O)N1CCN(c2ccc(NC(=O)c3ccc([N+](=O)[O-])o3)cc2)CC1
67: O=C1NC(Cc2ccccc2)C(=O)N1Cc1cc([N+](=O)[O-])cc2c1OCOC2 (stereo not given)
68: COc1ccc(CN2CCC2(C)C(=O)NCCNC(C)=O)c2ccccc12 (stereo not given)
69: O=C(O)c1cccc2c1/C(=N/O)c1ccccc1-2
70: Cn1c(/C(C#N)=C/c2ccc(O)cc2)nc2ccccc21

entry no. | 66 | 67 | 68 | 69 | 70
TAG inh | 81 | -12 | -8 | 10 | -7
TAG inh DAPI viability | -56 | -2 | 3 | -1 | 1

71: O=C(NNC(=O)c1cccs1)Nc1cccc(Cl)c1
72: CC(C)(C)c1nc(Sc2ccc([N+](=O)[O-])cn2)n[nH]1
73: COc1cccc(C2c3c(oc4ccc(F)cc4c3=O)C(=O)N2CCN2CCOCC2)c1OC (stereo not given)
74: Fc1ccccc1N1CCN(c2nc3ccccc3n3nnnc23)CC1
75: O=c1c2[nH]c3ccc(Cl)cc3c2ncn1CCN1CCCCC1

entry no. | 71 | 72 | 73 | 74 | 75
TAG inh | -11 | -3 | -4 | -31 | 13
TAG inh DAPI viability | 2 | 7 | 7 | 10 | 2

Quoted from the listing.
no. 74 | TAG inh DAPI viability = 10
no. 71 | TAG inh DAPI viability = 2
no. 75 | TAG inh DAPI viability = 2

More entries.
76: Cn1c(SCC(=O)Nc2ccccc2F)nnc1-c1cccnc1
77: Cc1ccccc1OCC(=O)N=Nc1c(O)n(C)c2ccccc12
78: CCOC(=O)N1CCC(N2CCN(S(=O)(=O)c3ccc([N+](=O)[O-])cc3)CC2)CC1
79: COC(=O)[C@@]12CCCCN1[C@H](c1ccc(-c3ccc(F)cc3)cc1)[C@@H]1C(=O)N(C)C(=O)[C@@H]12
80: N#Cc1nc(COc2ccc(F)cc2)oc1N1CCCC1

entry no. | 76 | 77 | 78 | 79 | 80
TAG inh | -10 | 3 | -12 | 8 | -14
TAG inh DAPI viability | -9 | 0 | -8 | -4 | -14

81: Cc1cccc(NS(=O)(=O)c2cccc3nonc23)c1
82: CC1CN(C(c2ccco2)c2sc3ncnn3c2O)CC(C)O1 (stereo not given)
83: CC(C)CC1C(=O)N(Cc2cn(Cc3ccco3)nn2)CCS(=O)(=O)N1Cc1ccc(-c2cccc(CO)c2)cc1 (stereo not given)
84: O=C(NCCO)Nc1ccc(Cl)cc1
85: CC(Oc1cccc(Cl)c1)C(=O)N(C)CC(=O)Nc1ccc(N2CCOCC2)cc1 (stereo not given)

entry no. | 81 | 82 | 83 | 84 | 85
TAG inh | -1 | 4 | 5 | -8 | -5
TAG inh DAPI viability | 2 | 0 | 6 | 0 | -1

86: Cc1cc(=O)oc2c(C(=O)c3ccccc3)c(OCC(N)=O)ccc12
87: C[C@@H]1CN([C@@H](C)CO)C(=O)c2cc(Br)cnc2O[C@H]1CN(C)C(=O)c1ccccc1F
88: O=C(NC1CCCC1)c1cccc2c1C(=O)c1ccc(N3CCCCC3)cc1S2(=O)=O
89: COc1ccccc1-c1nnc(SCC(=O)NC2CCS(=O)(=O)C2)n1N (stereo not given)
90: COc1ccc(C(=O)COC(=O)c2ccc3c(c2)OCCO3)c(OC)c1

entry no. | 86 | 87 | 88 | 89 | 90
TAG inh | 2 | -7 | -15 | 19 | -8
TAG inh DAPI viability | 0 | 9 | -1 | -20 | -1

91: C[C@@H]1CN([C@@H](C)CO)C(=O)CCCn2nncc2CO[C@H]1CN(C)S(=O)(=O)c1cccc(F)c1
92: CC1CN(CCc2ccccc2)c2nc3c(c(=O)[nH]c(=O)n3C)n2C1 (stereo not given)
93: Cc1ccc2c(c1)N(CC(=O)NCCCN1CCCCC1)C(=O)c1cccnc1O2
94: Nc1nonc1C(=O)N/N=C/c1ccc(-c2cccc([N+](=O)[O-])c2)o1
95: COc1ccc(Cl)cc1NC(=O)CN(C)C(C)C(=O)NC(=O)NC1CCCCC1 (stereo not given)
96: O=C(NC1CCCC1)c1ccc(S(=O)(=O)N2CCOCC2)cc1
97: Cc1oc(-c2cccc(Cl)c2)nc1CN1CCC(C(=O)NCc2ccco2)CC1

entry no. | 91 | 92 | 93 | 94 | 95 | 96 | 97
TAG inh | -6 | -4 | 21 | 11 | -21 | 5 | 0
TAG inh DAPI viability | 13 | 0 | -7 | 8 | -8 | -18 | 11

Along the list, from the results shown.
TAG inh DAPI viability, compounds 91–97, in order: 13, 0, -7, 8, -8, -18, 11
TAG inh, compounds 91–97, in order: -6, -4, 21, 11, -21, 5, 0
